NR2F2 inh – NR2F2 transcriptional activity inhibitors, primary screen, cell-based, luciferase reporter, HEK293T, luminescence | 0.7% of 370,000 active | COUP transcription factor 2 (Homo sapiens), P24468 | inhibition, % at 8.6 µM | AID 686940, 2013 | HEK293T NGFI-A luciferase reporter;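 active means inhibition above a per-plate cutoff, mean inhibition of test wells between control levels plus 3 SD, cut at about 38% in these data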;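 further: cells cotransfected with COUP-TFII expression vector driving the NGFI-A reporter; 0% = median of COUP-TF2 test wells and 100% = reporter-only cells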
NCOA3 inh – SRC3 coactivator transcriptional activity inhibitors, primary screen, cell-based, luminescence; HEK293 GAL4-SRC3 luciferase reporter; inhibition, % at 3.6 µM; 0.17% of 360,000 active;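 active means inhibition above a per-campaign cutoff, the mean of all compounds plus 3 SD, cut at about 60% in these data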;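 further: 0% = DMSO-treated cells and 100% = gossypol-treated cells at 36 µM; higher means less SRC3-driven luciferase light from the GAL4 reporter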
Target sequence (Q9Y6Q9 whole entry, looked up, the tested form may be a part): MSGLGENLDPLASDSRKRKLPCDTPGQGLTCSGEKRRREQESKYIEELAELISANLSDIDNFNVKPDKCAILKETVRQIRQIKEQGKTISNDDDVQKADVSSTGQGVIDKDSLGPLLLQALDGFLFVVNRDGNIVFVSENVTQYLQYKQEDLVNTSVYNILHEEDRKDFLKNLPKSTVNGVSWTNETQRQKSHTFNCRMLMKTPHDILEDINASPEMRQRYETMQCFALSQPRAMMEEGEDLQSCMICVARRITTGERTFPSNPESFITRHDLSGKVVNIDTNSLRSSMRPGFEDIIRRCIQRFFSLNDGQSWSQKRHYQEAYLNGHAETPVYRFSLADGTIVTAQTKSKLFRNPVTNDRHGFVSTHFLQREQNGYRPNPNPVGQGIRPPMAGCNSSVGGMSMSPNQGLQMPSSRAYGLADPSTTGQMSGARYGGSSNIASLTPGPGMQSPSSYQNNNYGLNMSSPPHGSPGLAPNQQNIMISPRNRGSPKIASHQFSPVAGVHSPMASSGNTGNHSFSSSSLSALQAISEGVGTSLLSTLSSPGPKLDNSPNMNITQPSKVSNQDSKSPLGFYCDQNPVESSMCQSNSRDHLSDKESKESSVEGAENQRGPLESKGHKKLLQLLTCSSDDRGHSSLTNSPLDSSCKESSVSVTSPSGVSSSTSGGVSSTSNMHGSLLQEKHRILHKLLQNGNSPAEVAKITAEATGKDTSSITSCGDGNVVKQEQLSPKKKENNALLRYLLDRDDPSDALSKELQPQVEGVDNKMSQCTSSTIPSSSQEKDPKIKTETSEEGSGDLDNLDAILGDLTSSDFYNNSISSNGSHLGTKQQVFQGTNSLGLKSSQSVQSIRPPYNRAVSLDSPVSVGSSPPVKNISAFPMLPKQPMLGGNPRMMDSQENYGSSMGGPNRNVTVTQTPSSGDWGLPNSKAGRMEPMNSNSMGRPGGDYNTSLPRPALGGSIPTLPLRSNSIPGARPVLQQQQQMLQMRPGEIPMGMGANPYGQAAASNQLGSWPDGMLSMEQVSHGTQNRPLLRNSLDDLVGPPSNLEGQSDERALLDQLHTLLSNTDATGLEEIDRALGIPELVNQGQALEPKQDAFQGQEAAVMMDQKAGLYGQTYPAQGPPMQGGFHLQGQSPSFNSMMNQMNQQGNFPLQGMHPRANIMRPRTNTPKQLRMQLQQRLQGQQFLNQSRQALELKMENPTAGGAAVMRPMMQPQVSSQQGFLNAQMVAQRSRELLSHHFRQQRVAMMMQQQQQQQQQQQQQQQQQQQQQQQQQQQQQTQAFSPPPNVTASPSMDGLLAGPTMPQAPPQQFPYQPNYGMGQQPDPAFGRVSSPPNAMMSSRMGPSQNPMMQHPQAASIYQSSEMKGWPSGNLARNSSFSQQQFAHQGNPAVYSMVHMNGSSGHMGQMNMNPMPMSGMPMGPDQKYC
Shn3 3UTR inh – reduction of Shn3 3'UTR firefly luciferase signal, primary screen, Schnurri-3 inhibitor project, cell-based, Clone20 osteoblasts, set 2; Clone20 osteoblast Shn3 3'UTR firefly luciferase, 24 h; inhibition, % at 12.5 µM; 0.52% of 360,000 active; AID 588674, 2011;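 active means mean inhibition of at least 75% with every replicate also reaching 75%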;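 further: 0% = median of neutral control wells and 100% = pilot-screen positive control compound; some compounds past the cut are filed as inactive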
SRC1 inh – SRC1 coactivator transcriptional activity inhibitors, primary screen, cell-based, luminescence. Nuclear receptor coactivator 1 (Homo sapiens), Q15788. HEK293 GAL4-SRC1 luciferase reporter. inhibition, % at 3.6 µM. 0.12% of 360,000 active. AID 588354, 2011;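 active means inhibition above the campaign mean plus 3 SD, with each screening campaign given its own cutoff, cut at about 60% in these data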;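 further: 0% = DMSO treated cells and 100% = gossypol at 36 µM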
TWEAK Fn14 block – inhibitors of TWEAK-Fn14 signaling, primary screen, luciferase reporter cells, uHTS; TWEAK-stimulated Fn14 reporter cells, luciferase luminescence, 8 h; inhibition, % at 10 µM; 2% of 360,000 active; AID 1159606, 2016; in the data active means inhibition above about 50%
KKLEB tox – cytotoxicity in KKLEB CF airway cells, primary screen, cytotoxicity control for CF NF-kB inhibitor project, cell-based, uHTS, fluorescence assay plates; activity change (cytotoxicity), % at 5 µM; AID 602141, 2011; KKLEB CF airway cells viability, ATPlite luminescence, overnight; hits give low values; cells stimulated with P. aeruginosa culture filtrate; 0.36% of 360,000 active;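 active means corrected activity change at or below -50% at 5 µM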
LRH-1 inv ag – LRH-1 (NR5A2) inverse agonists, primary screen, cell-based, luminescence, HEK293T, StAR-luciferase reporter | 0.13% of 360,000 active | Nuclear receptor subfamily 5 group A member 2 (Homo sapiens), O00482 | AID 602396, 2012 | inhibition, % at 3.6 µM | LRH-1 transfected, 24 h;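 active means inhibition above the mean inhibition of all tested compounds plus 3 SD, cut at about 73% in these data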;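 further: 0% = DMSO wells and 100% = reporter-only cells lacking LRH-1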
TROY signal inh – inhibitors of TROY-driven NF-kB signaling, primary screen, Q293 LMP1-TROYcd cells, NF-kB luciferase, uHTS; inhibition, % at 10 µM; 0.98% of 360,000 active; Q293 LMP1-TROYcd NF-kB luciferase reporter, 4 h; AID 1347056, 2019;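 active means compounds whose plate-normalised and pattern-corrected inhibition of the luciferase reporter signal at the single screening dose is 50% or more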
TRAIL sens C8 – viability loss with TRAIL in NB7+C8 cells, primary screen, TRAIL sensitizer project, cell-based, ATPlite luminescence | 1% of 360,000 active | inhibition (viability loss, TRAIL sensitization), % at 10 µM;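 active means compounds causing at least 50% loss of cell viability in the single-dose screen, relative to plate controls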
CF NFkB block – inhibitors of PAF-induced NF-kB signaling, primary screen, cell-based, GFP fluorescence, uHTS; KKLEB NF-kB-GFP reporter, GFP fluorescence overnight; inhibition, % at 5 µM; 0.86% of 360,000 active;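 active means at least 50% inhibition at 5 µM, scaled per plate between neutral and stimulator controls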;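 further: PAF is a Pseudomonas aeruginosa culture filtrate used as stimulus; plate controls were PAF-stimulated DMSO wells for no effect and unstimulated DMSO wells for full effect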
EBV LMP1 NFkB – EBV LMP1-driven NF-kappaB luciferase reporter inhibitors, primary screen, cell-based, luminescence, single point; LMP1-induced NF-kappaB luciferase reporter cells; inhibition, % at 12.5 µM; 0.69% of 350,000 active; AID 504558, 2011; in the data active means inhibition above about 41%;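 further: 0% = neutral control wells and 100% = reference inhibitor control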
The depositor's hits bear a star; . = no result given. A portion of the library (hit frequency here may not be typical).

SMILES	NR2F2 inh	NCOA3 inh	Shn3 3UTR inh	SRC1 inh	TWEAK Fn14 block	KKLEB tox	LRH-1 inv ag	TROY signal inh	TRAIL sens C8	CF NFkB block	EBV LMP1 NFkB
O=C(NC1CCCC1)C1CCC(CNS(=O)(=O)c2ccccc2)CC1 (stereo unspecified)	-4	7	-6	3	-17	1	11	-5	-17	-6	2
COc1cccc(/C=N/NC(=O)C(=O)N2CCCC2)c1	-13	1	1	2	-1	16	4	-22	-17	-7	1
COc1ccc(Cl)cc1C(=O)Nc1ccc(OCC(=O)N2CCOCC2)cc1	3	-6	0	-13	-7	-14	3	-15	-14	42	2
N=c1c2c(-c3ccccc3)c(-c3ccccc3)n(Cc3ccco3)c2ncn1Cc1ccccc1	-2	9	3	2	-16	7	-2	3	5	-19	13
Cc1ccc(C)c(NC(=O)CN(C)C(=O)Cc2ccc(Cl)cc2Cl)c1	26	12	-10	-4	1	3	19	5	8	12	-1
CCN(CC)CCNC(=O)c1cc(-c2ccco2)nc2ccccc12	-5	-2	-17	14	11	-2	-21	-9	-4	-2	-7
CC1CCCCN1S(=O)(=O)c1ccc(NC(=O)c2ccco2)cc1 (stereo unspecified)	6	1	-5	-41	2	0	-17	-6	5	8	1
Cc1cccc(C(=O)OCC(=O)Nc2c(C)n(C)n(-c3ccccc3)c2=O)c1	18	-8	4	-7	-7	-9	1	15	-6	0	3
O=S(Cc1ccc(Br)cc1)Cc1nnc(SCc2c(Cl)cccc2Cl)n1-c1ccccc1 (stereo unspecified)	.	30	42	14	47	3	8	20	7	5	9
CC(=O)Nc1ccccc1C(=O)C(=O)Nc1ccc(C(=O)N2CCOCC2)cc1	14	7	3	-8	2	-26	-7	13	5	15	-6
O=C(Nc1ccc(Cl)cc1)c1nc[nH]c1C(=O)NCCN(CCNC(=O)c1[nH]cnc1C(=O)Nc1ccc(Cl)cc1)CCNC(=O)c1[nH]cnc1C(=O)Nc1ccc(Cl)cc1	.	-7	10	-8	11	-56*	-12	6	38	71*	-2
CC(C)CC(=O)NC(=S)Nc1ccccc1C(F)(F)F	17	9	33	12	2	2	13	-5	-8	8	1
O=C(c1ccco1)N1CCN(Cc2nc3ccccc3[nH]2)CC1	-7	18	-6	8	10	6	-6	5	-7	1	-4
O=C(CN1CCC(n2nnc3cc(F)ccc32)CC1)Nc1ccc2c(c1)CCC2	-1	11	12	-15	-19	1	0	-16	13	-3	8
CCN1CCN(CCCNC(=O)c2cc3c(=O)oc4ccc(C)cc4c3s2)CC1	1	-33	-6	-13	-45	8	-5	-25	4	-58	-4
COc1cccc(/C=C2/SC(=S)N(CC(=O)NNC(=O)c3ccccc3O)C2=O)c1	5	2	-2	1	-36	-11	12	-3	6	18	-6
CC1CCC(C(C)C)C(OCC(O)CNC(C)c2ccccc2)C1 (stereo unspecified)	6	26	-15	-6	-9	-33	12	13	7	12	3
CC(=O)Nc1ccc(NC(=O)C2CCN(c3ccc(C(F)(F)F)cn3)CC2)cc1	5	7	-8	2	4	1	5	-1	17	-3	10
N#CCCN(Cc1cccnc1)S(=O)(=O)c1ccc(S(=O)(=O)N2CCCCCC2)cc1	-9	11	66	3	13	-4	6	-4	5	14	6
CCc1cccc(NC(=O)CCNS(=O)(=O)c2cccc3nonc23)c1	-12	-2	-18	-2	-4	5	9	6	0	-14	-5
COc1cccc(N2CCN(S(=O)(=O)c3ccc(-n4cnnn4)cc3)CC2)c1	11	2	-12	-28	-3	1	14	6	-7	13	-8
CCOC(=O)c1cc(-c2ccccc2)sc1NC(=O)COC	5	-10	-3	-6	-9	-4	-28	-9	0	-18	-2
O=C(OC1CC2CC1[C@H]1CCCCN1C2=O)N1CCN(C(=O)c2ccccc2)CC1 (stereo partly specified)	-4	.	.	.	-3	.	0	-18	-19	.	.
Cc1ccsc1/C=N/NS(=O)(=O)c1ccc([N+](=O)[O-])cc1	7	12	3	2	-7	10	-16	-36	-12	-6	6
COc1cc(CO)cc(Br)c1OCC(=O)Nc1cccc2ccccc12	-15	17	-1	-1	-4	-1	-8	-14	-3	4	6

Additional entries
SMILES	NR2F2 inh	NCOA3 inh	Shn3 3UTR inh	SRC1 inh	TWEAK Fn14 block	KKLEB tox	LRH-1 inv ag	TROY signal inh	TRAIL sens C8	CF NFkB block	EBV LMP1 NFkB
O=C(CSCc1ccc(Cl)cc1)Nc1ccccc1O	5	2	7	-18	-7	-19	15	-8	3	4	-18
O=c1ccn(CCCBr)c(=O)[nH]1	15	-6	18	-11	-14	6	1	-7	-7	13	1
CC(C)(C)NC(=O)C1c2ccccc2OCC(=O)N1CCc1ccccc1 (stereo unspecified)	-13	.	.	.	8	.	16	1	-6	.	.
COC(=O)c1cc(OC)c(OC)cc1NC(=O)CSc1nnnn1Cc1ccccc1	4	2	8	0	-14	-6	8	-5	-3	-2	-5
COc1ccc(/C=C(\C#N)C(=O)NCC(c2ccc(F)cc2)N2CCOCC2)cc1 (stereo unspecified)	1	8	8	8	5	-9	-1	4	1	19	-1
CCc1nc2c(OCc3ccc(F)c(F)c3)cccn2c1N(C)C(=O)c1ccco1	7	5	17	-6	-7	0	-13	1	0	-11	.
Cc1ccc2cc(NC(=O)C3(C)CCN(C)C3)ccc2n1 (stereo unspecified)	-10	2	-10	-2	-16	8	-10	-3	2	4	.
O=C(NCCN1CCNC1=O)C1CCC(=O)N(Cc2cccc(C(F)(F)F)c2)C1 (stereo unspecified)	-1	-16	-4	-5	2	6	-5	-26	25	9	6
Cn1cnc([N+](=O)[O-])c1C(=O)Nc1cccc([N+](=O)[O-])c1	18	7	9	7	1	-6	-9	-3	16	8	-9
O=C(O)c1nsc(Cl)c1Cl	10	20	-20	0	-5	-1	-15	2	5	6	-11
CC(=O)Nc1ccc(S(=O)(=O)Oc2ccc(/C=N/N=C3/NC(=O)C(CC(=O)O)S3)cc2)cc1 (stereo unspecified)	17	-5	7	6	9	-3	8	16	7	19	1
CCOc1ccccc1NC(=O)COC(=O)/C=C/c1ccc(OC)c(OC)c1	6	-6	2	5	31	-8	9	36	-3	24	-11
CC(C(=O)O)c1ccc(C(=O)c2ccccc2)s1 (stereo unspecified)	2	-31	-13	-8	-6	-3	-10	-46	-5	-2	-4
COc1ccc2c(c1)c(=O)c(C(=O)c1ccccc1)cn2Cc1ccccc1	13	10	-17	-49	-8	1	-4	1	18	-30	4
COc1cccc(CN2CC(C(=O)NCc3cccc(N4CCCC4)c3)CCC2=O)c1 (stereo unspecified)	-10	0	-5	7	-15	-4	-8	2	-2	13	-2
CC1CN(S(=O)(=O)c2ccc(C(=O)N3c4ccccc4CC3C)cc2)CC(C)O1 (stereo unspecified)	-1	9	7	-2	-16	-5	-11	-9	-2	22	-2
Cc1nnc(SCC(=O)Nc2cccc(S(=O)(=O)N3CCCC3)c2)n1C1CC1	7	-24	9	-9	-12	16	-10	6	-6	-15	-2
O=c1oc2ccc3ccccc3c2cc1-c1nnc(-c2ccccc2)o1	-13	-56	3	-39	-11	17	-18	-34	0	-39	-5
CN(C)CCCO[C@@H]1[C@H]2OC(C)(C)O[C@H]2O[C@@H]1[C@H](O)CO	-9	-2	-6	-3	-7	-6	-3	2	2	-14	6
CCN1CCN(c2ccc(NC(=O)c3ccco3)cc2)CC1	-45	-94	-54	-123	6	9	-101	0	-2	-17	-14
COc1ccc(/C(C)=N/NC(=S)NCCc2ccccc2)cc1	2	-1	9	-10	10	-12	11	5	-1	-12	-7
COc1ccccc1CNc1ccc2c(c1)CCC2	8	-19	-46	-9	66*	-4	-1	47	0	-3	7
COc1cc(C(=O)Nc2cccc(-c3nc4ncccc4o3)c2C)cc(OC)c1OC	9	4	-4	20	-8	-24	3	-9	11	14	5
S=C(Nc1ccccc1)Nc1ccc(OCc2ccc(Cl)cc2Cl)cc1	76*	60	85*	55	32	0	50	81*	-14	2	77*
C/C(=C\c1ccccc1F)C1Nc2cccc3cccc(c23)N1	-13	-14	-11	-3	13	-9	9	-1	14	-28	0

More results follow:
SMILES	NR2F2 inh	NCOA3 inh	Shn3 3UTR inh	SRC1 inh	TWEAK Fn14 block	KKLEB tox	LRH-1 inv ag	TROY signal inh	TRAIL sens C8	CF NFkB block	EBV LMP1 NFkB
CC1CC(C)CN(CCOc2cccc3ccccc23)C1 (stereo unspecified)	3	13	4	-18	-2	3	0	7	-4	-4	12
COc1cccc2cc(C(=O)N3CCN(c4ccccc4F)CC3)c(=O)oc12	-2	-14	10	2	18	-4	6	4	-4	1	-1
O=C(Nc1ccc(S(=O)(=O)Nc2nccs2)cc1)c1cc(-c2ccccc2Cl)nc2ccccc12	0	5	13	6	38	4	-6	.	-6	23	-1
O=C1OC(c2cccc([N+](=O)[O-])c2)C2(CCCC2)C(=O)C12CCCCC2 (stereo unspecified)	3	14	14	-7	3	-9	-19	-16	16	17	1
CCOc1ccc(NS(=O)(=O)c2ccc(-c3ccc(=O)[nH]n3)o2)cc1	-10	-7	9	6	-11	13	2	-9	-11	-12	-2
CC(C)=CC(=O)OCC(=O)NC(=O)NC(C)(C)C	10	19	7	12	-27	4	-6	-19	-3	13	-1
CC(C)C[C@H]1CNC(=O)C(=O)N1C[C@H]1CCCN1C[C@H](CC(C)C)N1C[C@H](Cc2ccccc2)N(CC2CCCCC2)C(=O)C1=O	1	.	.	.	29	.	12	-4	-4	.	.
Cc1ccc(-c2cc(C(=O)N3CCOCC3)c3ccccc3n2)cc1	-10	-61	-33	-28	-5	4	5	-18	16	-10	-8
COc1ccc(NS(=O)(=O)c2cccc(C(=O)NNC(=O)c3ccc(NC(C)=O)cc3)c2)cc1	0	5	-4	1	-18	1	-6	25	-3	8	3
CCOC(=O)C(CC)n1nc(C)n2c(cc3occc32)c1=O (stereo unspecified)	2	-5	-6	-1	-7	1	-11	-15	5	-7	-2
CCn1c(NCc2ccco2)nc2ccccc21	-2	15	-31	-4	10	-1	12	-3	-3	-8	6
CCc1ccc(C(=O)NNC(=O)CN2C(=O)NC(CC)(c3ccccc3)C2=O)cc1 (stereo unspecified)	3	-5	-2	19	5	8	0	-59	-13	-9	0
CCOC(=O)/C(Sc1nc(-c2ccccc2)cc(-c2ccccc2)c1C#N)=C(\C)O	5	-16	0	11	-10	3	10	13	-2	-24	1
CC(CS(=O)(=O)c1cccc2cccnc12)N1CCCCC1 (stereo unspecified)	-1	21	6	-15	-3	8	15	14	0	-4	-1

Bioassay records (PubChem)
